Screening results (PubChem BioAssay)
mcGAS inh = cyclic GMP-AMP synthase inhibitors, mouse, primary biochemical chemiluminescence; Q8C6L5; recombinant cGAS, Kinase-Glo ATP depletion luminescence; inhibition, % at 12.5 µM; hit rate 0.15% among 160,000; AID 1259399, 2018;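 also: 0% = negative control wells and 100% = reference inhibitor with no enzyme activity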
NPYLR7 agonist = agonists of mosquito NPYLR7 receptor, primary screen, cell-based, Aedes aegypti, calcium fluorescence, mosquito biting behavior; Aedes aegypti neuropeptide Y-like receptor 7 (NPYLR7); hit rate 0.15% among 270,000; activation, % at 10 µM; HEK293T NPYLR7/Galpha15, GCaMP6s calcium fluorescence; in the data active = activation above about 40%;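 also: 0% = vehicle and 100% = reference agonist at the receptor; some compounds past the cut are filed as inactive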
hcGAS inh = Primary biochemical luminescence assay for human cyclic GMP-AMP synthase inhibitors | recombinant h-cGAS, ATP depletion, Kinase-Glo luminescence | inhibition, % at 12.5 µM | hit rate 0.081% among 290,000;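 also: 0% = vehicle reaction and 100% = reaction without DNA for no activity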
Target sequence (Q8N884 whole entry, looked up): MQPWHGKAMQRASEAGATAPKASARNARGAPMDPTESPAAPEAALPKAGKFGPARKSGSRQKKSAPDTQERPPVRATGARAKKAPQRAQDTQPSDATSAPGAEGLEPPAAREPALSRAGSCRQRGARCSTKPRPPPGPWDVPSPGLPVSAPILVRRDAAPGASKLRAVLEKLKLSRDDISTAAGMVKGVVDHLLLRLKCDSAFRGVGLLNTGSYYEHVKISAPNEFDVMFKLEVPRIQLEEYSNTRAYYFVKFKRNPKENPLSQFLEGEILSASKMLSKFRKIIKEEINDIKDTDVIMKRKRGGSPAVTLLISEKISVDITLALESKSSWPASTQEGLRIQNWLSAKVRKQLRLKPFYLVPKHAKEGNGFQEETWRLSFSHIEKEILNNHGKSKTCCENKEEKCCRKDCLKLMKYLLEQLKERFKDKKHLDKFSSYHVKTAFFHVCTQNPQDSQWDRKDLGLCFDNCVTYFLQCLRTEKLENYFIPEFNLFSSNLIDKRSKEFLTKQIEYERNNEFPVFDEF
An asterisk follows results filed as active; . = no result given; & = joins results of further samples. Rule as the data show it, unless noted: active = inhibition above about 40%; inactive = the rest. This is a random part of the collection (roughly 0.27% active in at least one column).

| smiles | mcGAS inh | NPYLR7 agonist | hcGAS inh |
| --- | --- | --- | --- |
| Cc1noc(C)c1CC(=O)NCc1ccnc(OCc2ccccc2)c1 | . | -4 | 1 |
| O=c1c(C2=NCCCC2)c(NC2=NCCCCC2)[nH]n1-c1ccccc1 | -6 | 8 | -4 |
| O=C(NCc1ccco1)c1cn(Cc2ccccc2F)c(=O)s1 | . | 8 | -7 |
| CC(C)(CO)N(Cc1nc2ccsc2c(=O)[nH]1)Cc1nc2ccsc2c(=O)[nH]1 | . | 6 | -2 |
| COc1ccccc1-n1c(SCc2ccc(C(=O)N3CCOCC3)cc2)nnc1-c1ccccc1Cl | -3 | -2 | -6 |
| Cc1ccccc1C1CC(C)N(C(=O)CCCn2ccnc2)C1 (centres undefined) | . | -3 | -6 |
| CN(C)S(=O)(=O)c1cccc(Cn2c(=O)c3cccnc3n2C)c1 | . | -7 | -8 |
| O=C(NCCc1nnc2n1CCC2)c1ccc(CN2CCCCC2)cc1 | . | -1 | 2 |
| Cc1ccc(C(C)Nc2cc(C)ccc2F)cc1 (centres undefined) | . | 4 | -10 |
| COCCC(=O)N1CCC(Oc2ccc(C(=O)NC3Cc4ccccc4C3)cc2)CC1 | . | 8 | -5 |
| COC(=O)c1ccc(COC(CN2CCN(C(=O)c3ccc(Cl)cc3)CC2)c2ccc(Cl)cc2)cc1 (centres undefined) | -5 | . | -7 |
| Cc1ccc([N+](=O)[O-])cc1S(=O)(=O)Nc1c(F)cccc1F | 0 | 8 | -16 |
| CCOC(=O)c1ccc(NC(=O)c2sc(NC(=O)c3ccccc3)c(C(=O)OCC)c2C)cc1 | -4 | -2 | -2 |
| O=C1/C(=C/c2cccc([N+](=O)[O-])c2)NC(=S)N1c1ccccc1 | -2 | 12 | -4 |
| COc1ccc(-n2c(SCc3c(F)cccc3Cl)nnc2-c2ccccc2C)cc1 | -7 | . | -9 |
| CCN(CC)c1ccc(C=C2C(=O)N(C)C(=O)N(C)C2=O)cc1 | -7 | -10 | -7 |
| CC1=NOC(C(=O)N2CCC(c3nn(C)c(=O)n3-c3ccccc3)CC2)C1 (centres undefined) | -19 | 21 | -7 |
| CCC(C)N(Cc1ccc(OS(C)(=O)=O)cc1)C(=O)c1ccc(OC)cc1OC (centres undefined) | -6 | 0 | -6 |
| CCOC(=O)c1[nH]c(C)c(C(=O)CN(C2CC2)S(=O)(=O)c2ccc(Cl)c([N+](=O)[O-])c2)c1C | -5 | 22 | -2 |
| COc1cc(N2CCN(S(=O)(=O)c3ccc4nc(C)sc4c3)CC2)nc(C)n1 | . | 2 | 4 |
| C#CCOCC(O)CN(Cc1ccc(OC)c(OC)c1)CC1CCCO1 (centres undefined) | -5 | 24 | -9 |
| CC(C)(C)c1ccc(COc2coc(CN3CCN(S(=O)(=O)c4c(F)c(Br)cc(F)c4Br)CC3)cc2=O)cc1 | -6 | 5 | -3 |
| CC(C)Oc1ccc(CN2CCC2(C)C(=O)Nc2ccc(Cl)c(Cl)c2)cc1 (centres undefined) | . | 8 | -7 |
| Cc1cnc(CNC(=O)CCSc2ccc3c(c2)OCCO3)cn1 | . | -2 | -5 |
| COC(=O)Cn1c(=O)c2c(nc3n(-c4ccccc4F)c(C)cn23)n(C)c1=O | . | -4 | -6 |
| COc1cc(OC)cc(C(=O)Nc2ccc(C(=O)N(C)C)cc2)c1 | -21 | 8 | -32 |
| CN(CCc1cnn(C)c1)Cc1nc(Cc2ccccc2)no1 | -10 | 12 | -11 |
| O=C(Nc1ccc(NS(=O)(=O)c2ccc3nc[nH]c(=O)c3c2)cc1)C1CC1 | -18 | -1 | -11 |
| C=C(CC=NNc1ccc([N+](=O)[O-])cc1)CCC=C(C)C | . | 13 | -5 |
| O=C(NCCc1cccnc1)NC1CCSc2ccc(F)cc21 (centres undefined) | . | 5 | -3 |

Structures from the list above with an NH in an aromatic ring (four):
| smiles | mcGAS inh | NPYLR7 agonist | hcGAS inh |
| --- | --- | --- | --- |
| O=c1c(C2=NCCCC2)c(NC2=NCCCCC2)[nH]n1-c1ccccc1 | -6 | 8 | -4 |
| CC(C)(CO)N(Cc1nc2ccsc2c(=O)[nH]1)Cc1nc2ccsc2c(=O)[nH]1 | . | 6 | -2 |
| CCOC(=O)c1[nH]c(C)c(C(=O)CN(C2CC2)S(=O)(=O)c2ccc(Cl)c([N+](=O)[O-])c2)c1C | -5 | 22 | -2 |
| O=C(Nc1ccc(NS(=O)(=O)c2ccc3nc[nH]c(=O)c3c2)cc1)C1CC1 | -18 | -1 | -11 |

Back to the main list; the seven compounds before the break are reprinted first.
| smiles | mcGAS inh | NPYLR7 agonist | hcGAS inh |
| --- | --- | --- | --- |
| Cc1cnc(CNC(=O)CCSc2ccc3c(c2)OCCO3)cn1 | . | -2 | -5 |
| COC(=O)Cn1c(=O)c2c(nc3n(-c4ccccc4F)c(C)cn23)n(C)c1=O | . | -4 | -6 |
| COc1cc(OC)cc(C(=O)Nc2ccc(C(=O)N(C)C)cc2)c1 | -21 | 8 | -32 |
| CN(CCc1cnn(C)c1)Cc1nc(Cc2ccccc2)no1 | -10 | 12 | -11 |
| O=C(Nc1ccc(NS(=O)(=O)c2ccc3nc[nH]c(=O)c3c2)cc1)C1CC1 | -18 | -1 | -11 |
| C=C(CC=NNc1ccc([N+](=O)[O-])cc1)CCC=C(C)C | . | 13 | -5 |
| O=C(NCCc1cccnc1)NC1CCSc2ccc(F)cc21 (centres undefined) | . | 5 | -3 |
| COc1ccccc1CNC(=O)CCc1ccc(-c2ccc(F)cc2)n1-c1ccc(NC(C)=O)cc1 | -7 | -2 | -5 |
| CCN1C(=O)NC(c2cc(Br)ccc2OC)C(C(=O)Nc2cc(C)on2)=C1C (centres undefined) | . | 1 | 14 |
| COc1ccc(CC(=O)N(Cc2ccc(F)cc2)Cc2nc3cc(Cl)ccc3o2)cc1OC | -8 | 7 | -6 |
| CCOC(=O)c1ccccc1NC(=O)Cn1c(-n2nc(C)cc2C)nc(C)c(CC)c1=O | -7 | 2 | -3 |
| O=C(O)CCCC(=O)Nc1nccs1 | . | 4 | -8 |
| CCOc1ccc(C(O)=C2C(=O)C(=O)N(CCCN(C)C)C2c2cc(OC)c(OC)c(OC)c2)cc1 (centres undefined) | . | 0 | -8 |
| CCOC(=O)CNC(=O)N1CCN(c2cc(Oc3ccc(F)c(Cl)c3)ncn2)CC1 | -9 | -9 | -3 |
| CC(C)(C)NC(=O)CN(c1ccccc1)S(=O)(=O)c1ccccc1F | . | -1 | -7 |
| COc1cccc(C(=O)NC(C(=O)NCc2ccco2)C2CCN(C(=O)c3cccs3)CC2)c1 (centres undefined) | 2 | -5 | 2 |
| Cc1noc2ncnc(N3CCC(N4CCCC(C(=O)N5CCCC5)C4)CC3)c12 (centres undefined) | -14 | . | -3 |
| COc1ccc(/C=C2/CCC(=C(SC)SC)C2=O)cc1 | . | 6 | -11 |
| CN(CCC=C1c2ccccc2CCc2ccccc21)S(=O)(=O)c1ccccc1Cl | -3 | -4 | -5 |
| COc1ccc(C(=O)NC2CCCN(CC3CCCCC3)C2)c(OC)n1 (centres undefined) | -5 | 17 | -1 |
| Cc1nccn1CCCn1ccnc1-c1cc(F)cc(Cl)c1 | -2 | -1 | -1 |
| Cc1nc(C(F)(F)F)ccc1C(=O)N1CCC1(C)C(=O)NCc1cccnc1 (centres undefined) | -3 | 3 | -4 |
| O=C(NC(c1ccc(Cl)cc1)c1ccsc1)C1CCN(CCOc2ccccc2)CC1 (centres undefined) | -4 | 4 | -3 |
| Cc1cccc(C)c1NC(=O)c1ccccc1N(Cc1ccccc1)S(C)(=O)=O | 0 | -4 | 1 |
| O=C(O)c1cc(O)cc(-c2ccc(-c3ccn[nH]3)cc2)c1 | -9 | . | -4 |
| CC(C)c1nc(CN(C)C(=O)CN(C)C2CCS(=O)(=O)C2)cs1 (centres undefined) | . | 18&3 | -6&-12 |
| NC(=O)NC(=O)COC(=O)c1cccnc1Sc1ccccc1 | -2 | -7 | 2 |
| CC(C)n1ncc2c(C(=O)Nc3ccccc3)cc(-c3ccco3)nc21 | -8 | 3 | -8 |
| CC(C)NC(=O)N(CCN1CCOCC1)Cc1c(-c2ccccc2)noc1N1CCCCC1C (centres undefined) | -7 | . | -1 |
| O=C1OC(/C=C/c2ccccc2)=NC/1=C/c1ccccc1 | . | -2 | -2 |
| Cc1ccc(Cn2c(=O)c(C(=O)NC3CC3)nn(-c3cccc(Cl)c3)c2=O)cc1 | -6 | -1 | -3 |
| O=S(=O)(Nc1ccc(-c2ccc3nnc(-c4cccs4)n3n2)cc1)c1ccccc1 | -1 | -18 | -1 |
| CC(Sc1cc(F)ccc1F)C(=O)NC1CC1 (centres undefined) | -17 | -2 | -3 |
| Cn1c(CO)nc2cc(N=Cc3ccc(O)cc3O)ccc21 | -6 | 0 | 0 |
| COc1ccc(-c2[nH]n3c(=O)cc(C)nc3c2C)cc1OC | -5 | 0 | -1 |
| CSCCC1NC(=O)N(CC(=O)N(C)C2CCCCC2)C1=O (centres undefined) | . | 0 | -7 |
| O=C(c1ccc(Cl)c(Cl)c1)N1CCN(C(c2ccccc2)c2ccc(Cl)cc2)CC1 (centres undefined) | -7 | -3 | -8 |
| Cc1ccc(NC(=O)COc2ccnc3cc(F)c(F)cc23)cc1C | -13 | 5 | -4 |
| Cc1ccc(CN2CCN(Cc3cnc(N4CCCC4)s3)CC2=O)cc1 | . | -2 | -5 |
| Cc1nn(C)c(Cl)c1S(=O)(=O)N1CCC2(CCNCC2)C1 | . | 15 | -5 |
| CCCc1nc(N(C)CCN2CCCCC2=O)c2cnn(C)c2n1 | -16 | 2 | -2 |
| CCc1nnc(-c2cc3ccccc3n2Cc2ccc(C(=O)OC)cc2)o1 | -9 | -3 | -5 |
| CCN(CC)C1CCN(C(=O)CN2Cc3cc(Cl)ccc3OC(C)C2)C1 (centres undefined) | -10 | 10 | -8 |
| CNc1nc(-c2cccnc2OC)nc2c1CCC2 | -21 | 1 | -5 |
| Cc1nc(SCc2cccc(C(=O)N3CCCC3)c2)nc(N(C)Cc2ccccc2)c1C | -8 | 15 | -5 |
| C=CCOC(=O)C1C(C)=NC2=C(C(=O)CCC2)C1c1cccc(F)c1 (centres undefined) | -6 | -3 | -4 |
| Cc1ccc(C(=O)N2CCN(C(=O)c3cc(Cl)ccc3O)CC2)o1 | . | -1 | -5 |
| C=C(C)CN(CC)C(=O)c1ccc(F)c(F)c1 | . | 19 | -9 |
| O=C(NCC1CCCO1)c1cc2nc(-c3ccc(F)cc3)cc(C(F)(F)F)n2n1 (centres undefined) | -4 | -16 | -1 |
| Cc1cccc(Cn2c(=O)c3c(nc4n3CC(C)CN4C3CCCCC3)n(C)c2=O)c1 (centres undefined) | -8 | 3 | -7 |
| CN(CC(=O)NC1(c2ccccc2)CCC1)c1ccc(Cl)cn1 | . | 0 | -17 |
| Cc1ccc(SCc2cc(=O)[nH]c(N=C(N)Nc3ccc(C)c(C)c3)n2)cc1 | . | 3 | -8 |
| CCC1CCC2(CC1)NC(=O)N(CC(=O)Nc1ccc(N3CCCC3=O)cc1)C2=O (centres undefined) | . | 9 | -9 |
| CC(c1cccc(-c2cncc(C(=O)O)c2)c1)N(C)C (centres undefined) | -10 | 1 | 0 |
| CN(CC(=O)Nc1cc(Cl)c(N)c(Cl)c1)S(C)(=O)=O | . | 5 | 3 |
| Cc1noc(-c2ccco2)c1C(=O)N[C@H]1CCC[C@@H]1OCc1ccccc1 | -9 | 0 | -7 |
| O=C(CCN(CC1CCCO1)CC1CCCO1)Nc1cccc(F)c1 (centres undefined) | . | 10 | -11 |
| CC(=O)/C(=N/Nc1ccccc1[N+](=O)[O-])Oc1ccc(Br)cc1 | . | 11 | -3 |
| CCN(CC)CC(=O)N1C[C@@H]2CN(C(=O)C3CC3)C[C@]2(C(=O)O)C1 | . | 6 | -7 |
| COc1ccc(CCCC(=O)N2CCCC3(CN(C)C(=O)O3)C2)cc1 (centres undefined) | . | 4 | -6 |
| FC(F)(F)c1ccnc(NC(c2ccc3c(c2)OCCO3)C2CC2)n1 (centres undefined) | . | 8 | -13 |
| Cc1ccc(C)c(NC(=O)OCCNC(=O)C2C(C=C(Cl)Cl)C2(C)C)c1 (centres undefined) | . | -2 | -5 |
| CCc1nc2ccc(C(=O)N3CCN(C(C)=O)CC3)cn2c1N(C)Cc1nccn1C | -3 | -6 | -4 |
| Cc1cc(C(=O)N2CCN(c3ccc(NC(=O)c4ccc(F)cc4)cn3)CC2)c(C)o1 | -6 | 3 | -2 |
| CC1(C)C[C@H]2C[C@@H](Oc3ccccn3)[C@H](N3CCN(C(=O)c4ccco4)CC3)[C@]2(O)CO1 | -9 | 0 | -5 |
| Cn1ncc2c(N[C@H]3COC[C@@H]3N3CCCCC3)nc(-c3cccnc3)nc21 | . | 4 | -3 |
| COC(=O)c1ccccc1NC(=O)c1cccc(N2CCCC2=O)c1 | . | 3 | -4 |

(further entries)
| smiles | mcGAS inh | NPYLR7 agonist | hcGAS inh |
| --- | --- | --- | --- |
| Cc1nc(Nc2ccc(NC(=O)c3ccc(Br)o3)cc2)cc(-n2cccn2)n1 | -9 | -5 | -4 |
| Cc1nn2c(C(F)(F)F)ccnc2c1C=O | . | 2 | -15 |
| C=CCOc1ccc(C=C(C#N)C(=O)c2ccc(OC)cc2)cc1 | 58* | 2 | 2 |
| COC(=O)c1cc2sccc2n1Cc1cc(=O)n2ccccc2n1 | -4 | 7 | -6 |
| O=C1C(c2c(-c3ccccc3)[nH]n(-c3ccccc3)c2=O)=C(N2CCOCC2)C(=O)N1c1ccccc1F | -2&-1 | -8&-5 | 3&1 |
| C=CCSc1nnc2c(n1)OC(c1ccncc1)Nc1ccccc1-2 (centres undefined) | -2 | 11 | -1 |
| CCOCCOC(=O)C1=C(C)N(C)C(=O)NC1c1ccccc1I (centres undefined) | 2 | 10 | 1 |
